Bioassay records as filed in PubChem.
GALK inhibitor – qHTS Assay for Inhibitors of Human Galactokinase (GALK). P51570. Purified GALK, Kinase-Glo residual ATP luminescence. Potency, µM (series often up to 57.5 µM), inactives show at the top dose activity change, negative = inhibition, actives largely listed as inhibitors. actives 0.007% (n = 270,000). AID 1868, 2009; further: potency means the concentration at half of the fitted maximal effect; on the % scale 0 is the no-effect control and ±100 the full control effect
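The enzyme phosphorylates galactose (100 uM) using ATP (35 uM); inhibition is detected as higher residual ATP, quantified by bioluminescence after 1 h reaction at room temperature, pH 8.0.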
KCNH2 WT inh – qHTS for Inhibitors of KCHN2 3.1: Wildtype qHTS; Voltage-gated inwardly rectifying potassium channel KCNH2 (Homo sapiens), Q12809; U2OS, BacMam KCNH2, thallium flux FluxOr; stronger effect = lower value; activity change, % at 1.84 µM; actives 0.37% (n = 340,000); AID 720551, 2013;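 active means maximum activity change below -70%; inconclusive means maximum activity change between -70% and -50%; inactive means maximum activity change above -50%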; further: on the % scale 0 is the no-effect control and ±100 the full control effect
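U2OS cells transduced with wild-type KCNH2 virus are loaded with FluxOr dye for 45 min, and thallium flux is measured in kinetic reads before and after stimulation buffer. Rate constants are normalized to DMSO controls.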
CXXC DNA block – qHTS Fluorescence Polarization Assay for Inhibitors of MLL CXXC domain - DNA interaction. AID 2662, 2010. actives 0.037% (n = 290,000). Histone-lysine N-methyltransferase 2A (Homo sapiens), Q03164. Potency, µM (top dose mostly 115 µM), for inactives: at the highest dose activity change, negative = inhibition, most hits filed as inhibitors. MLL-CXXC / FITC-HOXA9 DNA fluorescence polarization; active means well fitted inhibition curve with a large enough effect in the polarisation, with a control signal flat, not every such curve was filed as active; inconclusive means small, poorly fitted or top-dose-only effect, or effect the other way, or a change in a side signal; inactive means no such curve, though single readings can be large or run the other way; the % refers to the polarisation; further: potency means the concentration at half of the fitted maximal effect
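Purified MLL-CXXC (added from a 7 uM solution) was preincubated 5 min at ambient with pinned compounds in 50 mM Tris-HCl pH 7.5, 50 mM NaCl, 1 mM DTT, 0.05% BSA. Fluorescein-labeled HOX-A9 DNA (50 nM solution) followed, 30 min, then polarization read.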
S-ASM inh – Inhibitors of Secretory Acid Sphingomyelinase (S-ASM): qHTS | Sphingomyelin phosphodiesterase (Homo sapiens), P17405 | placental ASM, HMU-PC fluorogenic substrate, 60 min | Potency, µM (doses to about 57.5 µM), inactives show top-dose activity change, negative = inhibition, hits mostly inhibitors | actives 0.006% (n = 340,000) | AID 504937, 2011; further: potency means the concentration at half of the fitted maximal effect
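Human placenta-derived ASM preincubated with compound 10 min at room temperature, then reacted with 9 uM (final) fluorogenic HMU-PC substrate for 60 min at 37 C. Stop solution raises pH to 10; fluorescence read at Ex 386/Em 447 nm.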
Coupling enz – qHTS Assay for Inhibitors of Fructose-1,6-bisphosphate Aldolase from Giardia Lamblia: Coupling assay counterscreen | coupling enzyme system counterscreen, AmpLite Red fluorescence | activity change, negative = inhibition, % at 58.2 µM, hits read low | actives 0.67% (n = 290,000) | AID 2472, 2010; in the data active means activity change below about -30%; further: on the % scale 0 is the no-effect control and ±100 the full control effect
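Counterscreen lacking aldolase: glyceraldehyde-3-phosphate coupling-enzyme reagent preincubated 10 min at RT with compound (at 57.5 uM final), then substrate/coupling system with AmpLite Red added; fluorescence read at 525/598 nm after 20 min RT.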
MBNL1-CUG inh – qHTS Assay for Inhibitors of MBNL1-poly(CUG) RNA binding; TR-FRET MBNL1-His/biotin-(CUG)12 binding, 665/545 ratio; Potency, µM (doses to about 57.5 µM), without a hit: at the top dose activity change, negative = inhibition, usual class: inhibitors; actives 0.036% (n = 280,000); AID 2675, 2010; active means well fitted inhibition curve with a large enough effect in the signal ratio, with a control signal flat, not every such curve was filed as active; inconclusive means small, poorly fitted or top-dose-only effect, or effect the other way, or a change in a side signal; inactive means no such curve, though single readings can be large or run the other way; the % refers to the signal ratio; further: potency means the concentration at half of the fitted maximal effect; on the % scale 0 is the no-effect control and ±100 the full control effect
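Compound titration spanned 92 nM–58 uM against the MBNL1-His/biotin-(CUG)12 complex. After 60 min at room temperature with 5 nM streptavidin-XL665 and 0.055 ng/ul terbium anti-His, ratiometric 665/545 nm emission (Ex 340 nm) normalized to controls.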
TRPV1 ag – HTS Assay for Compounds that Act as Agonists of the Vanilloid Receptor 1; AID 540275, 2011; activation, % at 8.33 µM; actives 0.19% (n = 320,000); TRPV1-expressing cells, Fluo-8 calcium influx, agonist mode; in the data active means activation above about 80%; inconclusive means between about 30% and that limit; further: 0% is about no effect
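Cells expressing TRPV1 were dye-loaded with Fluo-8 and read kinetically: 10 s baseline, 3 min after compound (agonist portion), then 2 min after EC20 capsaicin (allosteric enhancer portion). Calcium-bound dye fluorescence at 480/520 nm.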
a7 integrin act – qHTS for Activators of Integrin-Mediated Alleviation for Muscular Dystrophy. Potency, µM (highest dose often 38.3 µM), inactives show at the highest dose activation, actives largely listed as activators. AID 624291, 2012. actives 0.064% (n = 350,000). alpha7betagal myoblasts, beta-gal FDG fluorescence, 48 h;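 further: potency means the concentration at half of the fitted maximal effect; 100% = response of the positive control SU9516; nearly all actives have a fitted effect of over 60% in size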
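Alpha7betagal+/- myoblasts (passage 13) were plated 16-24 hr, then exposed to compounds (1:260 dilution of DMSO stock) for 48 hours at 37C. After MPER lysis, β-galactosidase reporter activity was read as FDG fluorescence (ex 480/em 540) after 30 minutes.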
AT treatment – qHTS Assay for Identifying a Potential Treatment of Ataxia-Telangiectasia. Potency, µM (titrated, usually from 57.5 µM), inactives show at the top dose activation, usual class: activators. actives 0.19% (n = 320,000). […] A-T fibroblasts, KAP-1 phosphorylation AlphaLISA; neocarzinostatin DNA damage 30 min before lysis; further: potency means the concentration at half of the fitted maximal effect; % of control where 0% means no effect; nearly all actives have a fitted effect of over 45% in size
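hTERT-immortalized A-T patient fibroblasts ([…]), 500 cells/well in OPTI-MEM, 1% FBS, got compounds for 60 min, then NCS for 30 min at 37C. Lysates were then assayed for phospho-KAP-1 by AlphaLISA (anti-pKAP1 donor, anti-KAP1 acceptor beads), 6 hr at 25C.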
KCNH2 3.1 block – qHTS for Inhibitors of KCHN2 3.1: Mutant qHTS | Potassium voltage-gated channel subfamily H member 2, brain isoform KCNH2 3.1 (human) | U2OS KCNH2 3.1, thallium flux FluxOr; stronger effect = lower value | activity change, % (tested at about 1.8 µM) | actives 0.95% (n = 340,000);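 active means maximum activity change below -70%; inconclusive means maximum activity change from -70% to -50%; inactive means maximum activity change above -50%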;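 further: thallium influx rate constant from kinetic fluorescence after stimulation buffer; on the % scale 0 is the no-effect control and ±100 the full control effect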
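Virally transduced U2OS (3.1 isoform, 4 h infection in dark at RT) → overnight 37 C → FluxOr + Red40 in HBSS/HEPES, 45 min → stimulation buffer, 2 min kinetic read → rate constant vs DMSO controls.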
* marks the source's active call; other numbers are inactive results; ? = inconclusive; . = not tested or not shown; & = joins results of further samples; [ ] = another dose, or the depositor's remark. Unless noted, the call rests on the fitted dose curve; in most records, active means well fitted curve in the direction sought with a large enough effect; inconclusive means small, poorly fitted or top-dose-only effect, or another doubt; inactive means no such curve, though single readings can be large; an effect the other way counts as inactive or inconclusive.

no.	SMILES	a7 integrin act	TRPV1 ag	GALK inhibitor	Coupling enz	KCNH2 WT inh
1	CC(=O)Nc1ccc(NC(=O)CSc2nnc(-c3cc(C)[nH]n3)n2N)cc1	-32%	10	6%	.	5
2	CCN(CC)CCn1c2c(c(SCC(=O)Nc3ccccc3Cl)nc1=O)CCC2	-16%	5	.	.	28
3	O=C(Cc1ccccc1)Nc1ccccc1N1CCN(c2ccccc2)CC1	30%	?	0%	0	0
4	COc1ccc(NC(=O)CN(c2ccccc2C)S(C)(=O)=O)c(OC)c1	-5%	0	-3%	4	-10
5	CC1Cc2ccccc2N1CC(=O)NCc1ccccc1Cl (stereo not drawn)	17%	10	3%	0	8
6	O=C(Oc1ccc(C(=S)N2CCCCC2)cc1)c1ccccc1	22%	?	0%	2	1
7	O=C(COC(=O)c1c(F)cccc1Cl)NC1CCCCC1	-5%	20	.	.	-8
8	CCn1c(SCc2ccccc2Cl)nc2ccccc21	4%	24	.	-1	5

no.	KCNH2 3.1 block	CXXC DNA block	MBNL1-CUG inh	AT treatment	S-ASM inh
1	-31	3%	-2%	0%	5%
2	0	.	.	-13%	2%
3	-70*	5%	2%	6%	-8%
4	6	-1%	0%	2%	1%
5	-1	10%	7%	3%	1%
6	-14	153%[activator]	-3%	4%	-1%
7	-1	.	.	2%	-4%
8	-2	-9%	3%	7%	-1%

A second format for part of the listing above.
The line under a structure holds: a7 integrin act	TRPV1 ag	GALK inhibitor	Coupling enz	KCNH2 WT inh	KCNH2 3.1 block	CXXC DNA block	MBNL1-CUG inh	AT treatment	S-ASM inh
6. O=C(Oc1ccc(C(=S)N2CCCCC2)cc1)c1ccccc1
→ 22%	?	0%	2	1	-14	153%[activator]	-3%	4%	-1%
7. O=C(COC(=O)c1c(F)cccc1Cl)NC1CCCCC1
→ -5%	20	.	.	-8	-1	.	.	2%	-4%
8. CCn1c(SCc2ccccc2Cl)nc2ccccc21
→ 4%	24	.	-1	5	-2	-9%	3%	7%	-1%

Next part
no.	SMILES	a7 integrin act	TRPV1 ag	GALK inhibitor	Coupling enz	KCNH2 WT inh
9	CCc1ccc(NC(=O)CCc2nnc3ccc(N4CCC5(CC4)OCCO5)nn23)cc1	30%	-2	-2%	4	-6
10	CCOC(=S)N/C(=N\S(=O)(=O)c1ccc(C)cc1)c1ccccc1	24%	-1	0%	4	-4
11	Cc1ccc(SCC(=O)OCC(=O)N(C)CC(=O)Nc2ccc(F)cc2)cc1	-3%	-2	.	.	-8
12	O=C(O)[C@@H]1CCCN1C(=O)CCc1c[nH]c2ccccc12	11%	0	.	3	-15
13	CC(C)Oc1ccc(S(=O)(=O)N2CCCCC2)cc1NC(=O)CC1OC(=O)c2ccccc21 (stereo not drawn)	-11%	4	.	.	-8
14	CCN(CC)CCNC(=O)c1ccc(CS(=O)(=O)c2ccccc2C)o1	-11%	-6	2%	-1	16
15	COc1ccccc1NC(c1cccnc1)c1ccc2cccnc2c1O (stereo not drawn)	-35%	3	1%	-1	4
16	Cc1cc(C)c(NC(=O)CCc2c(C)noc2C)c(C)c1	5%	1	.	.	6

no.	KCNH2 3.1 block	CXXC DNA block	MBNL1-CUG inh	AT treatment	S-ASM inh
9	-3	1%	-2%	6%	0%
10	1	-1%	-4%	4%	4%
11	3	.	.	-11%	-1%
12	-11	9%	-1%	3%	4%
13	16	.	.	2%	2%
14	7	2%	-7%	-2%	2%
15	10	4%	0%	1%	1%
16	6	.	.	2%	5%

(listing goes on)
no.	SMILES	a7 integrin act	TRPV1 ag	GALK inhibitor	Coupling enz	KCNH2 WT inh
17	c1ccc2[nH]c(CSc3nc4ccccc4o3)nc2c1	-9%	?	1%	0	9
18	O=C(/C=C/c1ccc(Cl)cc1)NCCN1CCOCC1	-5%	18	0%	0	5
19	O=C(CNC(=O)c1ccc(Cl)cc1)OCCCOC(=O)CNC(=O)c1ccc(Cl)cc1	0%	2	-6%	3	-1
20	CN(Cc1cn(C)nc1-c1ccc(Oc2ccccc2)cc1)CC1COCCO1 (stereo not drawn)	-2%	-1	2%	2	27
21	CCN1CCCC1CNC(=O)c1cc2c(C)nc3ccccc3c2o1 (stereo not drawn)	-18%	5	3%	2	4
22	CCOC(=O)c1ccc(Oc2cc(C)nc(Cl)n2)cc1	-2%	1	-1%	3	-3
23	Nc1nc(-c2ccccn2)nc(N)c1Cc1ccccc1F	-28%	4	1%	-4	11
24	O=C(O)CCC(=O)c1c[nH]c2ccccc12	1%	-2	1%	3	-15

no.	KCNH2 3.1 block	CXXC DNA block	MBNL1-CUG inh	AT treatment	S-ASM inh
17	3	2%	-5%	3%	11%
18	-2	0%	22%	-2%	1%
19	-9	?	-7%	-3%	0%
20	11	14%	4%	6%	2%
21	10	-15%	-17%	.	0%
22	-1	-10%	-3%	-19%	1%
23	-9	-3%	2%	-2%	0%
24	-32	12%	-5%	-8%	3%

Going on with the list.
no.	SMILES	a7 integrin act	TRPV1 ag	GALK inhibitor	Coupling enz	KCNH2 WT inh
25	CCOc1cc(C(=O)NCc2ccc(F)cc2)ccc1OCC(=O)N1CCCCC1	15%	1	.	.	10
26	NC(=O)CC1Nc2cccc3cccc(c23)NC1=O (stereo not drawn)	-20%	-5	0%	1	-1
27	CCCCCCCCNC1=CC(=O)CC(C)(C)C1	-13%	?	-6%	1	-2
28	Cc1ccc(S(=O)(=O)N2CCOCC2)cc1C(=O)Nc1ccccn1	15%	4	-2%	4	6
29	O=C(OCc1ccc([N+](=O)[O-])cc1)C1CC(=O)N(CCc2ccccc2)C1 (stereo not drawn)	15%	20	.	.	8
30	C=CCOc1ccc(C2N3CC4(C)CN2CC(CCC)(C3)C4=O)cc1 (stereo not drawn)	7%	-3	-2%	-2	-27
31	COc1ccc(OC)c(NC(=O)Cn2c(CCC(=O)O)ccc2-c2ccc(C)cc2)c1	?	2	-1%	8	5
32	O=C(Nn1cnnc1)c1cc(Br)ccc1Cl	-20%	0	5%	0	-1

no.	KCNH2 3.1 block	CXXC DNA block	MBNL1-CUG inh	AT treatment	S-ASM inh
25	8	.	.	-8%	0%
26	-6	-3%	-23%	4%	6%
27	-4	9%	-10%	11%	3%
28	2	-2%	4%	-8%	-8%
29	-11	.	.	?	-2%
30	4	3%	2%	7%	0%
31	-2	2%	4%	-4%	5%
32	0	2%	-4%	3%	-1%

Following part.
no.	SMILES	a7 integrin act	TRPV1 ag	GALK inhibitor	Coupling enz	KCNH2 WT inh
33	COc1ccc(C2=CC3=C(Br)C(=O)C(C)(OC(=O)c4ccco4)C(=O)C3=CO2)cc1 (stereo not drawn)	-16%	-3	4%	0&2	.
34	CC1=C(C#N)C(=O)NC(C)(C)C1	23%	3	0%	0	0
35	CC(C)(C(N)=O)N1CCN(c2ncc(C(F)(F)F)cc2Cl)CC1	16%	5	0%	1	4
36	c1csc(CN2CCOCC2)c1	7%	0	5%	3	41
37	Cc1cc(N)n(-c2ccccn2)n1	5%	.	0%	5	13

no.	KCNH2 3.1 block	CXXC DNA block	MBNL1-CUG inh	AT treatment	S-ASM inh
33	.	0%	42%[activator]	-6%	-1%
34	4	-5%	-11%	-4%	4%
35	1	-1%	-5%	.	-1%
36	1	1%	-1%	0%	4%
37	8	-4%	.	-4%	3%

Outcome played no part in choosing rows; about 2% have a hit in one of these screens.
